OXTR potentiate – potentiators of human oxytocin receptor; P30559; CHO-OTR cells, Fluo-8 calcium fluorescence, potentiator mode; 0% = oxytocin EC15, 100% = EC100; activation, % at 3 µM; 0.061% of 320,000 active;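 active = activation above that plate's cutoff, the mean activation of tested compounds plus 3 SD, cut at about 6.6% in these data, passing the limit was not always enough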;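 note: 100% uses oxytocin at 75 nM as the full agonist control; some results filed as inactive read as strong as hits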
Target sequence (P30559 whole entry, looked up): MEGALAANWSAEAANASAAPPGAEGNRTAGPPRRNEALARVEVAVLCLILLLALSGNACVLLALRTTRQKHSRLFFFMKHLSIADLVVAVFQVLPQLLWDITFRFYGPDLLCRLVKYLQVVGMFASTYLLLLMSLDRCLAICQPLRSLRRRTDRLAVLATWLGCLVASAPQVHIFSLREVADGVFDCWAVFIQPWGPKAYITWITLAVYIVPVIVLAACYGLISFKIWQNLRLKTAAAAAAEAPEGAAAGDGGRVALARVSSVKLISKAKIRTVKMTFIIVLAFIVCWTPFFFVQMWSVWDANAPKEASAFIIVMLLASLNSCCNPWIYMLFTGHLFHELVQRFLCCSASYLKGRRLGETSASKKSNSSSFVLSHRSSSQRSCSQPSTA
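Assay system: CHO cell line stably expressing human OTR. Reagent: EC15 oxytocin agonist. Dosing: single dose, 3.0 µM nominal final compound concentration. Timing: compound 6 min at room temperature before oxytocin, 100 s read. Signal: kinetic Fluo-8 calcium fluorescence. Controls: oxytocin EC15 low and EC100 high.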
MEKK2 mut-MEK5 – signal of MEK5 binding to mutant human MEKK2 PB1 domain; 0.35% of 290,000 active; bead flow cytometry, Alexa488-MEK5 binding to MEKK2 mutant; percent response, % at 10 µM; in the data active = percent response above about 24%, passing the limit was not always enough; note: inactives centre near 1; some results filed as inactive read as strong as hits
NALP1 yeast inh – inhibitors of NALP1 inflammasome in yeast; S. cerevisiae NALP1/ASC/caspase-1 growth, X-gal OD620, 72 h; inhibition, % at 10 µM; 0.61% of 280,000 active; in the data active = inhibition mostly above about 24%, no sharp cut-off; inactive = mostly below about 32%; note: some compounds called inactive have numbers as strong as hits
GPR7 antag – blocks human GPR7 receptor signaling. P48145. 1.1% of 290,000 active. inhibition, % at 4.4 µM. GPR7-expressing cells, fluorescence antagonist assay. AID 1861; in the data active = inhibition above about 16%, passing the limit was not always enough;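 note: cells stimulated with the agonist NPW; 0% = agonist with vehicle and 100% = vehicle without agonist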
Target sequence (P48145 whole entry, looked up): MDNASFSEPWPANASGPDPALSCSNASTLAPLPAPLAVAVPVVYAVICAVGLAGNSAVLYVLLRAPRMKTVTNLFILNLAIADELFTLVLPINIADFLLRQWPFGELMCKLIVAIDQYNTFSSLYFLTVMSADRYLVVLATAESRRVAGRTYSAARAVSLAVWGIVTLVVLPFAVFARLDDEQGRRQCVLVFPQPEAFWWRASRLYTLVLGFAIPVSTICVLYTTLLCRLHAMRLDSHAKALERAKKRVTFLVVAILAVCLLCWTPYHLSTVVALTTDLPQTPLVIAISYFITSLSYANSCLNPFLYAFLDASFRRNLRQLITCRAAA
V1aR counter – activates human V1a receptor in oxytocin agonist counter-screen; CHO-V1R cells, Fluo-8 calcium fluorescence, agonist mode; 0% DMSO, 100% 3 nM vasopressin; activation, % at 3 µM; 0.25% of 320,000 active; AID 2797;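 active = activation above the mean activation of all tested compounds plus 3 SD, per screening run, cut at about 20% in these data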;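 note: signal is peak over basal fluorescence ratio across a 100 second FLIPR read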
OXTR ag – agonists of human oxytocin receptor; P30559; CHO-OTR cells, Fluo-8 calcium fluorescence; normalized: DMSO 0%, oxytocin 100%; activation, % at 3 µM; 0.32% of 320,000 active; AID 2435;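 active = activation above the mean of all tested compounds plus 3 SD, cutoff set per screening run, cut at about 20% in these data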;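 note: peak over basal fluorescence ratio from a 100 s FLIPR kinetic read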
GalR3 antag – blocks the human galanin receptor 3. AID 651719. HEK293 GalR3-CNG cAMP membrane potential fluorescence; galR3 body fused to GalR1 C-terminus. inhibition, % at 3 µM. 0.44% of 360,000 active;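 active = inhibition above the screen-wide average plus 3 SD, cut at about 13% in these data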;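 note: forskolin and galanin both at EC90 stimulate the cells; cAMP rise reported by CNG channel membrane potential dye signal; 0% = forskolin plus galanin with DMSO and 100% = forskolin alone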
Target sequence (O60755 1-299 limits assumed): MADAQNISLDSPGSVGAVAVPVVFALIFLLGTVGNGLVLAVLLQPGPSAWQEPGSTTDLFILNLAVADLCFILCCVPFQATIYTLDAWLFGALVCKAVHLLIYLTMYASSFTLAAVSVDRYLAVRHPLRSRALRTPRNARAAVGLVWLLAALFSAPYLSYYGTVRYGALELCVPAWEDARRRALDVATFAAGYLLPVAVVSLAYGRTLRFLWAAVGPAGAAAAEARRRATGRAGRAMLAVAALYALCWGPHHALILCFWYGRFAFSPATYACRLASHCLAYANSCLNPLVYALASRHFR
PfM18AAP inh – PfM18AAP enzyme inhibition. recombinant PfM18AAP, H-Glu-NHMec fluorogenic cleavage. inhibition, % at 7.35 µM. 1.2% of 290,000 active. AID 1822;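 active = inhibition above the campaign mean inhibition over all tested compounds plus 3 SD, cut at about 28% in these data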;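 note: 0% = plate median of test compound wells and 100% = 2 mM ZnCl2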
MEKK2 WT-MEK5 – raises or lowers MEK5 binding to wildtype human MEKK2 PB1 domain; binding response (% of control), % at 10 µM; bead flow cytometry, Alexa488-MEK5 binding to MEKK2 WT; actives lie on both sides; 1.1% of 290,000 active; in the data active = binding response below about 67% or above about 130%
* = called active by the depositor.

Results for O=C(Cc1c(F)cccc1Cl)N/N=C/c1cccs1 ?
OXTR potentiate: -7; MEKK2 mut-MEK5: 1; NALP1 yeast inh: 2; GPR7 antag: -11; V1aR counter: -0.3; OXTR ag: -0.5; GalR3 antag: 0; PfM18AAP inh: 3; MEKK2 WT-MEK5: 97

What do the screens show for `COc1cccc(NC(=O)CSCc2cc(=O)n3nc(C4CC4)sc3n2)c1`?
OXTR potentiate: -4; MEKK2 mut-MEK5: 1; NALP1 yeast inh: 26; GPR7 antag: -8; V1aR counter: 0.7; OXTR ag: 0.6; GalR3 antag: -9; PfM18AAP inh: -15; MEKK2 WT-MEK5: 104

How did CC(=O)NC(c1ccc(Cl)cc1)c1c(O)ccc2ccc(O)cc12 (configuration not stated) do in these assays?
OXTR potentiate: 1; MEKK2 mut-MEK5: -4; NALP1 yeast inh: 9; GPR7 antag: 1; V1aR counter: 0.3; OXTR ag: 0.8; GalR3 antag: -5; PfM18AAP inh: -7; MEKK2 WT-MEK5: 93

What do the screens show for `CCOC(=O)/C(C(N)=NCc1ccco1)=C(/O)c1ccccc1`?
OXTR potentiate: -4; MEKK2 mut-MEK5: 1; NALP1 yeast inh: 0; GPR7 antag: -12; V1aR counter: 0.2; OXTR ag: -0.1; GalR3 antag: -2; PfM18AAP inh: 3; MEKK2 WT-MEK5: 93

What do the screens show for `Cc1c(NC(=O)CN2C(=O)NC(C)(c3ccc(OC(F)F)cc3)C2=O)c(=O)n(-c2ccccc2)n1C` (configuration not stated)?
OXTR potentiate: -8; V1aR counter: 0.6; OXTR ag: 0.0; GalR3 antag: -4

What do the screens show for `CCOc1ccc(S(=O)(=O)n2cc(F)c(=O)[nH]c2=O)cc1`?
OXTR potentiate: -4; MEKK2 mut-MEK5: -4; NALP1 yeast inh: 24; GPR7 antag: -8; V1aR counter: 0.7; OXTR ag: -1.1; GalR3 antag: 0; PfM18AAP inh: -7; MEKK2 WT-MEK5: 103

Results for CCn1c(=O)c(C(=O)NNC(=O)c2ccccc2Cl)c(O)c2ccccc21 ?
OXTR potentiate: -15; MEKK2 mut-MEK5: 4; NALP1 yeast inh: -30; GPR7 antag: 6; V1aR counter: 41*; OXTR ag: 22*; GalR3 antag: -7; PfM18AAP inh: 6; MEKK2 WT-MEK5: 95

How did CCOC(=O)c1ccc(CN2Cc3ccccc3C2=O)cc1 do in these assays?
OXTR potentiate: -12; MEKK2 mut-MEK5: 5; NALP1 yeast inh: 11; GPR7 antag: -2; V1aR counter: 0.5; OXTR ag: 1.5; GalR3 antag: -9; PfM18AAP inh: -5; MEKK2 WT-MEK5: 108

Results for C[n+]1ccccc1/C=C/c1ccccc1Cl ?
MEKK2 mut-MEK5: 5; NALP1 yeast inh: 2; GPR7 antag: -11; GalR3 antag: -7; PfM18AAP inh: -15; MEKK2 WT-MEK5: 108

Results for Cn1c(CNc2ccccc2)cc(=O)n(C)c1=O ?
OXTR potentiate: -1; MEKK2 mut-MEK5: 1; NALP1 yeast inh: 15; GPR7 antag: -9; V1aR counter: 0.5; OXTR ag: 0.0; GalR3 antag: -7; PfM18AAP inh: -15; MEKK2 WT-MEK5: 101

How did O=C1N(Cc2cccnc2)C[C@@H]2C[C@@H](c3cccc(OC4CCCC4)c3)N3CCC[C@@]123 do in these assays?
OXTR potentiate: -11; MEKK2 mut-MEK5: -4; NALP1 yeast inh: -2; GPR7 antag: 6; V1aR counter: 0.3; OXTR ag: -0.5; GalR3 antag: -5; PfM18AAP inh: 4; MEKK2 WT-MEK5: 93

Results for O=C(NC(=S)Nc1nc(-c2ccc(Cl)cc2)cs1)c1cccs1 ?
OXTR potentiate: -8; MEKK2 mut-MEK5: -15; NALP1 yeast inh: -15; GPR7 antag: -16; V1aR counter: 0.4; OXTR ag: 0.4; GalR3 antag: 0; PfM18AAP inh: -3; MEKK2 WT-MEK5: 74

How did O=C(O)C1CC(c2ccccc2)=Nc2ccccc2S1 (configuration not stated) do in these assays?
OXTR potentiate: -1; MEKK2 mut-MEK5: 8; NALP1 yeast inh: -5; GPR7 antag: -8; V1aR counter: -0.4; OXTR ag: -0.9; GalR3 antag: -6; PfM18AAP inh: 11; MEKK2 WT-MEK5: 100

What do the screens show for `COc1ccc(-c2nnn(CC(=O)N(CC(=O)NC3CCCC3)c3cccc(C)c3)n2)cc1OC`?
OXTR potentiate: -1; MEKK2 mut-MEK5: 6; NALP1 yeast inh: -2; GPR7 antag: -9; V1aR counter: 0.5; OXTR ag: 0.6; GalR3 antag: -2; PfM18AAP inh: -3; MEKK2 WT-MEK5: 107

What do the screens show for `CC(=O)N1CCc2cc(Br)cc(S(=O)(=O)CCC(=O)Nc3c(C)n(C)n(-c4ccccc4)c3=O)c21`?
OXTR potentiate: 0; MEKK2 mut-MEK5: -13; NALP1 yeast inh: -4; GPR7 antag: -3; V1aR counter: -0.2; OXTR ag: 0.3; GalR3 antag: -4; PfM18AAP inh: 3; MEKK2 WT-MEK5: 95

Results for COc1ccc2oc(C(=O)OCC(=O)N(C)c3ccccc3)c(C)c2c1 ?
OXTR potentiate: -4; V1aR counter: -0.1; OXTR ag: 0.6; GalR3 antag: -4

What do the screens show for `Nn1c(SCC(=O)Nc2cc(S(=O)(=O)N3CCOCC3)ccc2Cl)nnc1-c1cccnc1`?
OXTR potentiate: -16; MEKK2 mut-MEK5: 0; NALP1 yeast inh: -13; GPR7 antag: -11; V1aR counter: -0.1; OXTR ag: -0.2; GalR3 antag: 3; PfM18AAP inh: 1; MEKK2 WT-MEK5: 104

Results for O=C(NCc1ccco1)c1cnn2cccnc12 ?
OXTR potentiate: -14; MEKK2 mut-MEK5: -2; NALP1 yeast inh: 9; GPR7 antag: -5; V1aR counter: -0.1; OXTR ag: -0.2; GalR3 antag: -6; PfM18AAP inh: 0; MEKK2 WT-MEK5: 97

What do the screens show for `C[C@@H]1C=C(C(=O)N2CCN(Cc3ccc4c(c3)OCO4)CC2)O[C@H](OCCCCO)C1`?
OXTR potentiate: -9; MEKK2 mut-MEK5: 6; NALP1 yeast inh: 2; GPR7 antag: -9; V1aR counter: -0.7; OXTR ag: 2.1; GalR3 antag: -2; PfM18AAP inh: 2; MEKK2 WT-MEK5: 101

Results for CCCOc1ccc(C(=O)N(CC(C)C)c2c(N)n(Cc3ccccc3)c(=O)[nH]c2=O)cc1 ?
OXTR potentiate: -5; V1aR counter: -1.4; OXTR ag: -0.1; GalR3 antag: -1

How did Cc1nn(-c2ccccc2)c2sc(C(=O)OCC(=O)N3CCCCC3)cc12 do in these assays?
OXTR potentiate: -11; MEKK2 mut-MEK5: 9; NALP1 yeast inh: 16; V1aR counter: 0.9; OXTR ag: 0.2; GalR3 antag: -2; MEKK2 WT-MEK5: 98

What do the screens show for `COc1ccc(/C=C(/NC(=O)c2ccccc2)C(=O)NCc2ccncc2)cc1`?
OXTR potentiate: -3; MEKK2 mut-MEK5: -2; NALP1 yeast inh: 13; GPR7 antag: -20; V1aR counter: 0.7; OXTR ag: 0.1; GalR3 antag: -6; PfM18AAP inh: 10; MEKK2 WT-MEK5: 89

What do the screens show for `Cc1ccc(S(=O)(=O)NNC(=O)Nc2ccc(C)c(C)c2)c(C)c1`?
OXTR potentiate: -9; MEKK2 mut-MEK5: 5; NALP1 yeast inh: 3; GPR7 antag: -8; V1aR counter: -1.0; OXTR ag: -0.8; GalR3 antag: -3; PfM18AAP inh: 0; MEKK2 WT-MEK5: 108

How did c1ccc(-n2ncc3c2ncn2nnnc32)cc1 do in these assays?
OXTR potentiate: 2; MEKK2 mut-MEK5: -5; NALP1 yeast inh: -4; GPR7 antag: -2; V1aR counter: -0.1; OXTR ag: 0.1; GalR3 antag: -9; PfM18AAP inh: -5; MEKK2 WT-MEK5: 100

How did CCS(=O)(=O)N1Cc2ccccc2CC1C(=O)NCCc1c[nH]c2ccccc12 (configuration not stated) do in these assays?
OXTR potentiate: -4; MEKK2 mut-MEK5: -6; NALP1 yeast inh: 12; GPR7 antag: 9; V1aR counter: 0.9; OXTR ag: 0.9; GalR3 antag: -1; PfM18AAP inh: -3; MEKK2 WT-MEK5: 98

Results for Cc1ccc(C2C(C#N)=C(N)Oc3n[nH]c(C)c32)cc1 (configuration not stated) ?
OXTR potentiate: 1; MEKK2 mut-MEK5: 1; NALP1 yeast inh: 7; GPR7 antag: -14; V1aR counter: 0.2; OXTR ag: 1.0; GalR3 antag: 0; PfM18AAP inh: 3; MEKK2 WT-MEK5: 94

How did Cc1ccc(CNC(=O)CS(=O)(=O)CC(=O)O)cc1 do in these assays?
OXTR potentiate: -8; MEKK2 mut-MEK5: 8; NALP1 yeast inh: 11; GPR7 antag: -5; V1aR counter: -0.2; OXTR ag: 1.4; GalR3 antag: -4; PfM18AAP inh: -7; MEKK2 WT-MEK5: 109

Results for Cc1nn(-c2ccccc2)c2sc(C(=O)c3c(N)n(C)c(=O)n(C)c3=O)cc12 ?
OXTR potentiate: -17; MEKK2 mut-MEK5: -2; NALP1 yeast inh: 28; GPR7 antag: -3; V1aR counter: -0.9; OXTR ag: -2.4; GalR3 antag: -1; PfM18AAP inh: -7; MEKK2 WT-MEK5: 99

What do the screens show for `Cc1[nH]nc2c1C1(CCOC1C)C(C#N)=C(N)O2` (configuration not stated)?
OXTR potentiate: 1; MEKK2 mut-MEK5: 1; NALP1 yeast inh: -17; GPR7 antag: -16; V1aR counter: 0.5; OXTR ag: 1.1; GalR3 antag: -13; PfM18AAP inh: -3; MEKK2 WT-MEK5: 102

What do the screens show for `O=C(CSc1nnnn1-c1ccccc1)N1N=CCC1c1ccccc1` (configuration not stated)?
OXTR potentiate: -9; MEKK2 mut-MEK5: 12; NALP1 yeast inh: 30; GPR7 antag: -9; V1aR counter: 1.1; OXTR ag: -0.1; GalR3 antag: -12; PfM18AAP inh: 0; MEKK2 WT-MEK5: 87

What do the screens show for `O=C(c1ccc(Br)o1)N1CCN(C/C=C/c2ccccc2)CC1`?
OXTR potentiate: -16; MEKK2 mut-MEK5: 7; NALP1 yeast inh: 0; GPR7 antag: 12; V1aR counter: 4.7; OXTR ag: 2.2; GalR3 antag: -5; PfM18AAP inh: 0; MEKK2 WT-MEK5: 111

What do the screens show for `COc1ccc(OC)c(NC(=O)Cn2c(CCC(=O)O)ccc2-c2ccc(C)cc2)c1`?
OXTR potentiate: -8; MEKK2 mut-MEK5: 1; NALP1 yeast inh: 8; GPR7 antag: -4; V1aR counter: 0.1; OXTR ag: 0.8; GalR3 antag: -5; PfM18AAP inh: 3; MEKK2 WT-MEK5: 99

What do the screens show for `COc1ccc(S(=O)(=O)Nc2cc3c(C(C)=O)c(C)oc3c3ccccc23)cc1`?
OXTR potentiate: -7; MEKK2 mut-MEK5: -4; NALP1 yeast inh: 34; GPR7 antag: 13; V1aR counter: 0.4; OXTR ag: -2.1; GalR3 antag: -3; PfM18AAP inh: -12; MEKK2 WT-MEK5: 91

Results for Cc1cc(C)c(NC(=O)CN(C)S(=O)(=O)c2ccc3c(c2)n(C)c(=O)c(=O)n3C)c(C)c1 ?
OXTR potentiate: -3; MEKK2 mut-MEK5: 3; NALP1 yeast inh: -8; GPR7 antag: -11; V1aR counter: -1.0; OXTR ag: -1.9; GalR3 antag: -9; PfM18AAP inh: 5; MEKK2 WT-MEK5: 103
